Source: PubChem (National Center for Advancing Translational Sciences (NCATS))
KDM5B inh: KDM5B demethylase inhibition; KDM5B demethylase, FDH-coupled NADH fluorescence (FDH is formaldehyde dehydrogenase); Potency, µM (titrated, usually from 57.7 µM), for inactives: at the top dose activity change, negative = inhibition, usual class: inhibitors; 2.6% of 220,000 active; AID 1347165; active means well fitted inhibition curve with a large enough effect; inconclusive means small, poorly fitted or top-dose-only effect; inactive means no such curve, though single readings can be large or run the other way; further: 0% is about no effect; nearly all actives have a fitted effect of over 70% in size
Target sequence (Q9UGL1 whole entry, looked up): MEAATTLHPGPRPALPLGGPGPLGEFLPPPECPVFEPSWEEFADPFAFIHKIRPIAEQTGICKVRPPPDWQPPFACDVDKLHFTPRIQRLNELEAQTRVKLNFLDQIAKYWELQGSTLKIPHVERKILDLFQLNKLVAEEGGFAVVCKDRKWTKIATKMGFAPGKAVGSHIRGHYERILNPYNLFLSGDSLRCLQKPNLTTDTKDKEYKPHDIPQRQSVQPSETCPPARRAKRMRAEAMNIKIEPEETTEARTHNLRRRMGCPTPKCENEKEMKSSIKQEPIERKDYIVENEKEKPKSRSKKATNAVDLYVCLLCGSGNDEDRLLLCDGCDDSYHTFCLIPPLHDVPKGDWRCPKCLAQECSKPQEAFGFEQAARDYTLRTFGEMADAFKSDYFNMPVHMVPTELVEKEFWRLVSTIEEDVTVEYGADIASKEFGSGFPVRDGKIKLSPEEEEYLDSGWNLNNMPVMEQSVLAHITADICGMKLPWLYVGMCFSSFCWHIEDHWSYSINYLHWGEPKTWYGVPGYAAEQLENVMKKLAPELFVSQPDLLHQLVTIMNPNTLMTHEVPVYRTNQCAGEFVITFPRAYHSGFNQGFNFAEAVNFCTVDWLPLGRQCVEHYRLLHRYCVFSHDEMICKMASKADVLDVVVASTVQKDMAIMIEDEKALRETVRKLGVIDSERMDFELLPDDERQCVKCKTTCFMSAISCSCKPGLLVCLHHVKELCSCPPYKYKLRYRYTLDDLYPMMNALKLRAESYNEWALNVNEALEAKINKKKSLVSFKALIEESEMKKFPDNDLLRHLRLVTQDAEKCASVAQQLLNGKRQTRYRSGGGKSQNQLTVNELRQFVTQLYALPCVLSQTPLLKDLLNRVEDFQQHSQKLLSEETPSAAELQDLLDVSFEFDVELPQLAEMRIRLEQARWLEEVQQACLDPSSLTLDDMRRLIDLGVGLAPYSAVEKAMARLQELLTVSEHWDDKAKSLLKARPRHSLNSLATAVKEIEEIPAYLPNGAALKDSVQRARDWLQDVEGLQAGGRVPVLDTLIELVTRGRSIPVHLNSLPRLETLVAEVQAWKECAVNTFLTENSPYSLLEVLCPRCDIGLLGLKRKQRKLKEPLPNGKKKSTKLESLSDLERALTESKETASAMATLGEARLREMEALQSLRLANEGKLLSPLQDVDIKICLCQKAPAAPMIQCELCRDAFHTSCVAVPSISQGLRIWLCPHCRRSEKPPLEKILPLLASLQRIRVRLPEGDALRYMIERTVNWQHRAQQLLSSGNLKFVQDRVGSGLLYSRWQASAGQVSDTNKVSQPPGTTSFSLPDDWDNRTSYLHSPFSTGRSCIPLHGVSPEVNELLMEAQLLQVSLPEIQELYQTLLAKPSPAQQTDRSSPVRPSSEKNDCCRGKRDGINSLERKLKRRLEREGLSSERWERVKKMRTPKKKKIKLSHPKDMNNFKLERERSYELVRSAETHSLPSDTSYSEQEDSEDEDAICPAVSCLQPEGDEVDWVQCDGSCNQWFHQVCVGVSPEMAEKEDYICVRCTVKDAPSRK
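Compound dilutions met 200 nM (final) KDM5BΔAP for 10 min at room temperature before substrate addition. The substrate mix held 12.5 µM H3K4me3 with cofactors 25 µM α-ketoglutarate and 50 µM Fe²⁺. NADH signal gain over 30 min defined activity.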
An asterisk follows results filed as active; ? = inconclusive; & = joins results of further samples; [ ] = remark or other dose. Potency means the concentration at half of the fitted maximal effect. An excerpt; rates above refer to the full screens.

KDM5B inh,Structure
28µM*,Cc1ccc(C(=O)NCc2nnc3c(-c4nc(C(C)C)no4)cccn23)cc1C
-13%,N#CC1=C(N)OC2=C(C(=O)CCC2)C1c1ccc(-c2ccc(Cl)cc2Cl)o1 (stereo unspecified)
-6%,O=C(/C(Br)=C/Nc1ccc(Cl)c(Cl)c1)C(F)(F)F
?,CCC(=O)Nc1ccccc1-c1nc2ccccc2n(CC(=O)Nc2ccccc2OC)c1=O
-28%,Cc1cc(=O)n(CC(=O)Nc2cccc(C#N)c2)c(N2CCc3ccccc3C2)n1
12%,O=C(NCCCN1CCOCC1)c1cccc2c1CCN2C(=O)Nc1ccc(F)cc1
?,CCOc1ccc(C(=O)NC(C)C(=O)N2CCN(c3ccccn3)CC2)cc1 (stereo unspecified)
4%,COc1cc(NS(=O)(=O)c2ccc3c(c2)OCC(C(=O)N2CCCC2)O3)cc(OC)c1 (stereo unspecified)
?,CCN1c2cc(C(=O)Nc3ccc(Br)c(C)c3)ccc2C(=O)N2CCCCC21 (stereo unspecified)
?,COc1cc(/C=C2\CCCc3c2nc2ccccc2c3C(=O)O)cc(OC)c1O
0%,c1ccc2[nH]c(CSc3ccc4c(c3)OCCO4)nc2c1
-11%,Cc1ccc(-n2nc3c(N4CCC(C(=O)NC5CCCCC5)CC4)nnc(C)c3c2C)cc1
15%,O=C(Nc1nc(C23CC4CC(CC(C4)C2)C3)cs1)c1ccc(=O)[nH]c1
12%,Cc1nnc(N2CCOCC2)c2c1nnn2Cc1ccccc1Cl
-6%,Cc1oc(-c2ccc(Cl)cc2)nc1CS(=O)CC(=O)NCc1ccccc1Cl (stereo unspecified)

Structural class: the compounds so far containing an NH in an aromatic ring.
KDM5B inh,Structure
0%,c1ccc2[nH]c(CSc3ccc4c(c3)OCCO4)nc2c1
15%,O=C(Nc1nc(C23CC4CC(CC(C4)C2)C3)cs1)c1ccc(=O)[nH]c1

(listing goes on)
KDM5B inh,Structure
-2%,Cc1ccc2nc(CN3CCN(S(=O)(=O)c4ccc(C(C)C)cc4)CC3)oc2c1
35µM*,COc1nccnc1NC1CCN(C(=O)Cc2ccccc2F)CC1
3%,O=C1CC(Sc2cccs2)C(=O)N1c1ccccc1 (stereo unspecified)
?,O=C(Nc1nccs1)c1ccc2c(c1)OCCN(c1cccc(OC(F)(F)F)c1)C2
18%,O=C(NCC(c1cccs1)N1CCOCC1)c1ccc(OCc2ccccc2)cc1 (stereo unspecified)
10%,CC12CC3CC(C)(C1)CC(C(=O)NCc1ccccn1)(C3)C2
?,COc1cc(C)c(-c2nc(Cn3cccn3)c(C)o2)cc1C
18%,CCOC(=O)C(Cc1cc(C)c(CC(C(=O)OCC)C(=O)OCC)cc1C)C(=O)OCC
1%,COc1cc(OC)cc(OC(C)C(=O)Nc2cc(Cl)ccc2C)c1 (stereo unspecified)
?,CCn1cc(-c2ccc(OC)cc2)cc1C(=O)NCC(=O)OC
-25%,COC(=O)c1ccc(Oc2nc3c(c(=O)n(C)c(=O)n3C)n2Cc2ccc(Cl)c(Cl)c2)cc1
-18%,COc1ccc(-n2nc(C)cc2Nc2ccccc2C(=O)O)cc1
?,Cc1ccc(-n2c(=O)c3c(c4cc(C)ccc4n3C)n(Cc3ccc(F)cc3)c2=O)cc1
?,COc1ccc(OC)c(NS(=O)(=O)c2ccc3[nH]c4c(c3c2)CCCCC4)c1
0%,COc1ccccc1-n1ncc2c(=O)[nH]c(SCC(=O)Nc3cccc(F)c3)nc21
?,Cc1c(C)c2ccc(OCC(=O)NCc3ccccn3)cc2oc1=O
?,O=C(Nc1nc2cc3c(cc2s1)OCCCO3)c1cc(Br)ccc1Cl
-14%,CC(Sc1nc(-c2ccccc2)c(-c2ccccc2)o1)C(=O)NC1CC1 (stereo unspecified)
3%,CC(C)(C)C1CCC(C(=O)NNC(=O)c2cccc(Cl)c2)CC1 (stereo unspecified)
30%[activator],COc1cccc(C(=O)N2C[C@@H](CO)[C@H](c3nc(C4CC4)no3)C2)c1
-4%,O=C(C1CCN(S(=O)(=O)c2cccs2)CC1)N1CCN(c2ccccc2F)CC1
?,Nc1ccccc1-n1cccc1
-3%,COCCO[C@H]1C(=O)N(C2CCN(S(=O)(=O)c3ccccc3)CC2)[C@H]1c1ccncc1
?,c1ccc2[nH]c([C@H]3CCN(CC4CCCCC4)C3)nc2c1
23%,c1ccc(Nc2ccc(-c3ccc(Nc4ccccc4)cc3)cc2)cc1
?,Cc1ccccc1S(=O)(=O)N1CCCC(CCC(=O)NCc2ccc(F)cc2)C1 (stereo unspecified)
-24%,COc1ccc2c(C)c(CCC(=O)Nc3ccc(NC(C)=O)cc3)c(=O)oc2c1
?,COc1ccc2[nH]c(C(=O)N3CCn4nc(CO)cc4C3)c(C)c2c1
6%,O=C(NCCN1CCOC1=O)c1cc(COc2ccccc2F)[nH]n1
11%,C=C(C)COc1ccc2c(=O)c(Oc3ccc(C(=O)OCCC)cc3)coc2c1

Of the compounds above, these have bromine.
KDM5B inh,Structure
-6%,O=C(/C(Br)=C/Nc1ccc(Cl)c(Cl)c1)C(F)(F)F
?,CCN1c2cc(C(=O)Nc3ccc(Br)c(C)c3)ccc2C(=O)N2CCCCC21 (stereo unspecified)
?,O=C(Nc1nc2cc3c(cc2s1)OCCCO3)c1cc(Br)ccc1Cl

(more compounds)
KDM5B inh,Structure
-19%,CC(C)=CC(=O)N1CC[C@H](NC(=O)NC2CCCCC2)[C@H]1C(=O)N[C@H](Cc1c[nH]c2ccccc12)C(N)=O
-27%,CCn1c2ccccc2c2nnc(N3CCN(c4cccc(Cl)c4)CC3)nc21
1%,CSC1CCCCC1(O)CSc1nc(-c2ccc(C)cc2)cc(-c2ccccc2)c1C#N (stereo unspecified)
-23%,CC(C)Cc1ccc(S(=O)(=O)N2CCC(c3ccncc3)CC2)cc1
?,Cc1ccc(C2Cn3nnc(-c4noc(-c5ccc(N(C)C)cc5)n4)c3CO2)cc1 (stereo unspecified)
9%,O=P(OC1CCCCC1)(OC1CCCCC1)C(Nc1ccccc1)c1cccnc1 (stereo unspecified)
-6%,O=C(COCc1cc(-c2ccco2)on1)Nc1cccc(O)c1
-21%,CCCn1cc(CNc2cc(CC)nc3c(C)c(C)nn23)cn1
-13%,Cc1ccc(C)n1-c1nnc(N2CCC(C(=O)NCc3ccc(F)cc3)CC2)s1
5%,Cc1ccc(C2Cn3nnc(-c4nc(-c5ccc(F)cc5)no4)c3CO2)c(C)c1 (stereo unspecified)
21%,Cc1nc(C(C)N(C)Cc2nc(Cc3ccccc3F)no2)c(C)s1 (stereo unspecified)
-5%,CN(CCCNC(=O)c1cnc2ccccc2n1)S(C)(=O)=O
-14%,Cc1cc(Br)ccc1NC(=O)c1nc2ccccc2nc1N1CCCC1
-28%,CCN1CCN(c2cc(C)c3cc(NC(=O)c4cc(OC)cc(OC)c4)ccc3n2)CC1
-7%,CCCNC(=O)NC(=O)CN1C(=O)NC(C)(c2ccc3ccccc3c2)C1=O (stereo unspecified)
-22%,COc1ccccc1/C=C/CN1CCCC(CNC(=O)COc2ccccc2OC)C1 (stereo unspecified)
14%,O=C(CCn1ccn2nc3c(c2c1=O)CCCC3)NC1CCCCC1
0%,CC(=O)C1=CCC2C3CC=C4CC(O)CCC4(C)C3CCC12C (stereo unspecified)
?,CN1c2cc(C(=O)NC3CCCCC3)ccc2C(=O)N2CCCCC21 (stereo unspecified)
12%,COCc1ccc(C(=O)N2CCCC(C(=O)c3ccc(SC)cc3)C2)o1 (stereo unspecified)
-27%,Cc1cc(C)cc(-n2c(SCC(=O)N3CCC(C)CC3)nc3c([nH]c4ccccc43)c2=O)c1
-3%,CC(C)CCn1c(=O)c2cccnc2n(CC(=O)Nc2ccccc2F)c1=O
-17%,Cc1cccc(N(C)C(=O)C2CCC(CNS(=O)(=O)c3cccc4nsnc34)CC2)c1 (stereo unspecified)
25%,COc1cccc(NC(=O)CSc2nc3ccccc3o2)c1
-6%,Cc1nccn1CC1(CNc2ncncn2)CC1
-23%,CCOC(=O)c1c(NC(=O)C2c3ccccc3Oc3ccccc32)sc(C(=O)N(CC)CC)c1C
-20%,COc1ccc(OCCOC(=O)c2cc(C)nc3ccccc23)cc1
-15%,CN(CC(=O)NCC(F)(F)F)C(=O)Cc1c[nH]c2ccccc12
?,Cn1c(=O)n(-c2cccc(Cl)c2)c(=O)c2sc3ccccc3c21
1%[86.2 µM],Fc1ccc(-c2noc([C@@H]3CCCN3Cc3ccc(C(F)(F)F)cc3)n2)nc1

6 entries from above, as a markdown table.
| Structure | KDM5B inh |
| --- | --- |
| CC(C)CCn1c(=O)c2cccnc2n(CC(=O)Nc2ccccc2F)c1=O | -3% |
| Cc1cccc(N(C)C(=O)C2CCC(CNS(=O)(=O)c3cccc4nsnc34)CC2)c1 (stereo unspecified) | -17% |
| COc1cccc(NC(=O)CSc2nc3ccccc3o2)c1 | 25% |
| Cc1nccn1CC1(CNc2ncncn2)CC1 | -6% |
| CCOC(=O)c1c(NC(=O)C2c3ccccc3Oc3ccccc32)sc(C(=O)N(CC)CC)c1C | -23% |
| COc1ccc(OCCOC(=O)c2cc(C)nc3ccccc23)cc1 | -20% |

Remaining list, next part
KDM5B inh,Structure
1%,Cc1c2cnn(CC(=O)NCc3ccc(F)cc3)c(=O)c2c(C)n1Cc1ccccc1F
?,COc1cc(OC)cc(C(=O)Nc2ccc3nc(N4CCCCC4)cc(C)c3c2)c1
11%,COCCn1c(=O)c2c(nc3n2CCCN3CCc2ccccc2)n(C)c1=O
36%,COc1cc2c(C(=O)N(C)c3cc(Cl)ccc3OC)cn(C)c(=O)c2cc1OC
-7%,CC(C)c1ccccc1NC(=O)c1cnc2ccccc2n1
17%,Cc1ccc(C(=O)Nc2ccccc2)cc1NC(=O)CC(C)(C)CC(=O)O
?,COCCNC(=O)C[C@@H]1C[C@@H](C(C)C)[C@H](CNC(=O)CCC(=O)O)C=C1C
22%,CC1(C)CN(C(=O)C2CCCO2)CCO1 (stereo unspecified)
3%,CN(C)C(=O)c1cccnc1CC1CC(=O)N(c2ccccc2)C1 (stereo unspecified)
-28%&-17%,Cc1ccc(NC(=O)CN2C(=O)C(c3ccccc3)=NC23CCCCC3)cc1C
-13%,Cc1c(Nc2nc3ccccc3n3c(C)nnc23)cccc1C(=O)O
-6%,O=C1CCN(C(=O)C2CCN(S(=O)(=O)c3cccs3)CC2)CCCCCCN1
22µM*,CCCn1cc(CNC(=O)c2ccc3c(c2)n(CC)c(=O)c2ccnn23)c(C)n1
5%,CNC(=O)N1CCC2(CC1)CC(Cc1cccc(F)c1)CCO2 (stereo unspecified)
?,CNc1nc(Nc2ccc(C)c(Cl)c2)c2cnn(C)c2n1
-14%,Cc1ccc(S(=O)(=O)N2CCCNCC2)cc1
-6%,O=C(Nc1cccc(OCC2CCCO2)c1)C1CCN(C(=O)C2CC2)CC1 (stereo unspecified)
11%,COC(=O)c1cc(NC(=O)c2cnn3cccnc23)cc(C)c1C
-19%,Cc1ccccc1NC(=O)C(C#N)=C1CCCCC1
?,CCCC1(CO)CCCN(Cc2cc(-c3ccc(C)cc3)no2)C1 (stereo unspecified)
6%,Cc1ccc(Oc2c(CCC(=O)NC(C)C)c(C)nn2-c2ccccc2)cc1
-14%,COC1CCOC2(CCN(C(=O)c3cccc(C)c3)CC2)C1 (stereo unspecified)
10%,Cc1ccc2nc(C)c(C(=O)NCc3cccnc3OC(C)C)cc2c1
-5%,COc1ccc(NC(=O)CCCOc2cc(=O)n(C)c3ccccc23)c(OC)c1
-5%&2%,Cc1ccc(CCNC(=O)CS(=O)Cc2nc(-c3ccccc3C)oc2C)cc1 (stereo unspecified)
?,COc1cc(CN2CCc3nc(N4CCN(c5ncccn5)CC4)ncc3C2)cc(OC)c1OC
35µM*,O=C(NCc1cnccn1)c1ccc(-c2ncc3cnc(-c4cccc(F)c4)cn23)cc1
23%,COc1ccc(-c2cc(N3CCN(C(=O)c4ccc(C)nc4)CC3)n[nH]2)cc1
22%,CCOC(=O)Nc1ccc(C(=O)OC)cc1
26%,CCCCNC(=O)Nc1nnc(C(C)(C)C)s1
10%,Cc1cnc(C(=O)NC2C[C@H]3CC[C@@H](C2)N3C(=O)c2ccc(OC(F)(F)F)cc2)cn1 (stereo partly specified)
6%,Cc1ccccc1C(=O)Nc1ccc2c(c1)nc(CN1CCC(C)CC1)n2C
-16%,Cc1nonc1CN(C)C(=O)c1csc2nc(-c3cccc(C(F)(F)F)c3)cn12
9%,CCOc1ccccc1N1CCN(CC(O)COC2CCCc3ccccc32)CC1 (stereo unspecified)
4%,O=C(COc1ccccc1)N1CCC([C@@H]2CNC[C@H]2CO)CC1
14%,COc1cc(CN2C[C@@H](CO)[C@H](c3ccncc3)C2)ccc1F
-4%,CC(C(=O)N1CCNC1=O)N(C)Cc1ccc(Cl)cc1Cl (stereo unspecified)
27%,CCCCC(=O)NCC1CC2c3ccccc3C1c1ccccc12 (stereo unspecified)
28%,CC(=O)N1CCCCCC1c1nc(C2CC2)no1 (stereo unspecified)
-3%[86.2 µM],C#CCNC(=O)[C@H]1O[C@H](CCN(C)CCc2ccccc2)CC[C@@H]1O
-18%,CCc1nn(CC(=O)Nc2c(C)cc(C)cc2C)c(=O)c2cc3sccc3n12
5%,O=C(NCC1CC1)c1cn(C2CN(C(=O)Nc3ccc4c(c3)OCCO4)C2)nn1
-10%,CC1=C(C(=O)N2CC(c3noc(COc4ccc(C)cc4)n3)C2)C2(CCCCC2)OC1=O
22µM*,O=C(NCc1nnc2ccc(-c3ccccc3)nn12)c1ccc(Cl)s1
?,Cc1cccc(OC(=O)CSc2nnc(-c3cccs3)o2)c1C
-16%,O=C(NCc1cccc(Cl)c1)c1cc2c(s1)-c1ccccc1SC2
